Bioassay records from PubChem.
PAD4 FP inh = inhibitors of human PAD4; inhibition, % at 6.36 µM; recombinant PAD4, RCA probe fluorescence polarization; AID 485272; hit rate 0.41% among 330,000;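 active = percent inhibition above a cutoff equal to the mean of all tested compounds plus 3 SD, cut at about 15% in these data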;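 note: 0% = PAD4 with RCA probe and DMSO and 100% = probe without PAD4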
LYPLA2 counter = blocks human lysophospholipase 2, a PME1 counter-screen; O95372; recombinant LYPLA2, FP-Rh probe fluorescence polarization; inhibition, % at 5.9 µM; hit rate 0.38% among 320,000; AID 2177;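 active = inhibition above the screen-wide mean plus 3 SD, limit set per campaign, cut at about 26% in these data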;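 note: 0% = LYPLA2 with DMSO and 100% = wells lacking LYPLA2 enzyme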
Target sequence (O95372 whole entry, looked up): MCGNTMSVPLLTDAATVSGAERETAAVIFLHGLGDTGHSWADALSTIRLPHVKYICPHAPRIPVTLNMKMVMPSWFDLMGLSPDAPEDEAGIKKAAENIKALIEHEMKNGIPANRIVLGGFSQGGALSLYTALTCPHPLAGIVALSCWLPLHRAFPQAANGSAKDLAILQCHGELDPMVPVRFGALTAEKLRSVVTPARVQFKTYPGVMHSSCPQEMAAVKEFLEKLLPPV
GSTO1 counter = GSTO1 inhibition, counter-screen for RBBP9 inhibitors; P78417; recombinant GSTO1, activity-based probe fluorescence polarization; inhibition, % at 5.96 µM; hit rate 1.1% among 300,000; AID 1974;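 active = inhibition above the campaign mean inhibition plus 3 SD, cut at about 35% in these data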;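 note: 0% = GSTO1-1 with DMSO and 100% = wells lacking GSTO1-1 enzyme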
Target sequence (P78417 whole entry, looked up): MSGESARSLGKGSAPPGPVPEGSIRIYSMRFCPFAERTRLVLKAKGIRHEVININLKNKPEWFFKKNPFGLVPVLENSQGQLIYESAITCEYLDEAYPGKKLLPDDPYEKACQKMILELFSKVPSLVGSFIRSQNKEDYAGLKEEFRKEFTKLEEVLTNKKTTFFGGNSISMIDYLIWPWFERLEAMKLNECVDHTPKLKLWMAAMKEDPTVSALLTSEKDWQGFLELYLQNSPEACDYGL
ZTA DNA inh = blocks Epstein-Barr virus ZTA, an EBNA-1 counter-screen; P03206; ZTA-DNA binding, fluorescence polarization; inhibition, % at 11 µM; hit rate 0.15% among 320,000; in the data active = inhibition above about 33%
Target sequence (P03206 whole entry, looked up): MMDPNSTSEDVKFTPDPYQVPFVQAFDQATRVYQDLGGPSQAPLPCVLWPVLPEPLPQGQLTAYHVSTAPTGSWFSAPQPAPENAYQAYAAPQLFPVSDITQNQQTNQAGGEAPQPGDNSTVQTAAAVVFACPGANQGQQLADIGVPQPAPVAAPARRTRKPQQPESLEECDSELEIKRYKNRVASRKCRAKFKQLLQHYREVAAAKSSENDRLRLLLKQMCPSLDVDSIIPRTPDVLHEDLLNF
PAFAH1B3 FP inh = blocks human PAF acetylhydrolase 1B catalytic subunit 3 | Q15102 | AID 492972 | recombinant PAFAH1B3, FP-rhodamine probe, fluorescence polarization | hit rate 0.28% among 340,000 | inhibition, % at 3.39 µM;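 active = inhibition above the screen-wide average of all tested compounds plus 3 SD, cut at about 25% in these data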;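 note: 0% = enzyme with DMSO only and 100% = wells lacking PAFAH1B3 protein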
EBNA-1 inhibitor = blocks EBNA-1 binding to DNA; AID 1950; hit rate 0.34% among 300,000; inhibition, % at 14.8 µM; EBNA-1 DNA binding, fluorescence polarization; in the data active = inhibition above about 28%
LYPLA1 inh = counter-screen for PME1 inhibitors: inhibitors of human LYPLA1 | recombinant LYPLA1, FP-Rh probe fluorescence polarization | inhibition, % at 5.9 µM | hit rate 0.16% among 320,000 | O75608;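 active = inhibition above the mean of all tested compounds plus 3 SD, set per campaign, cut at about 14% in these data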;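 note: inhibitors block serine hydrolase probe labeling of LYPLA1 so polarization falls; 0% = enzyme with DMSO and 100% = wells lacking LYPLA1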
Target sequence (O75608 whole entry, looked up): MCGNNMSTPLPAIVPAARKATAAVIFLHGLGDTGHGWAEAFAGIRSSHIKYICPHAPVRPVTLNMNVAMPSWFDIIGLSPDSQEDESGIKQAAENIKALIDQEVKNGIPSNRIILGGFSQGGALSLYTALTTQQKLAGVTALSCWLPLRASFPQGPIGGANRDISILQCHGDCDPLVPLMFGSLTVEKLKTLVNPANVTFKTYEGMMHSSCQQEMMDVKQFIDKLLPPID
PAFAH2 FP inh = inhibitors of human PAFAH2; recombinant PAFAH2, FP-rhodamine activity probe, fluorescence polarization; inhibition, % at 3.39 µM; hit rate 0.99% among 340,000; AID 492956;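 active = inhibition above the mean over all tested compounds plus 3 SD, cut at about 30% in these data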;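 note: inhibitors block probe labeling of enzyme so polarization drops; 0% = enzyme with DMSO and 100% = wells lacking PAFAH2 protein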
PREPL inh = human PREPL enzyme inhibition. recombinant PREPL, fluorescence polarization activity-based probe. inhibition, % at 5.96 µM. AID 2751. Q4J6C6. hit rate 0.68% among 320,000; in the data active = inhibition above about 43%;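 note: 0% = enzyme with DMSO and 100% = wells lacking enzyme; many of its hits are not listed in these tables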
* marks the source's active call; other numbers are inactive results; . = no result given.

SMILES | PAD4 FP inh | LYPLA2 counter | GSTO1 counter | ZTA DNA inh | PAFAH1B3 FP inh | EBNA-1 inhibitor | LYPLA1 inh | PAFAH2 FP inh | PREPL inh
COc1ccc(CCNC(=O)C2CC(=O)N(C3CCCCC3)C2)cc1OC (configuration not stated) | 1.1 | -1.5 | -4.5 | -10.9 | 9.6 | -8.3 | -1.0 | -1.8 | -2.1
O=C(CNC(=O)c1ccco1)OCC(=O)c1ccc(Cl)cc1 | -4.1 | -0.5 | 0.9 | 7.0 | 0.7 | 7.0 | 2.7 | 3.3 | 4.2
CCN1CCN(C(=O)CCc2nc3ccccc3c(=O)[nH]2)CC1 | -4.2 | 6.4 | -0.1 | 4.1 | 2.4 | -21.5 | 0.5 | 3.6 | 10.6
COc1ccccc1S(=O)(=O)c1c(C)cc(C)[nH]c1=O | -3.2 | 0.7 | 4.4 | 10.8 | 10.2 | 15.1 | -1.9 | 5.8 | 4.9
CN(C(=O)c1cc([N+](=O)[O-])ccc1N1CCCC1)C1CCCCC1 | -5.8 | -3.2 | -9.0 | -4.7 | -0.3 | -3.5 | -1.2 | 0.0 | 15.1
O=C(Cc1n[nH]c(=O)c2ccccc12)OCC(=O)c1ccccc1Cl | 1.8 | 6.8 | 1.0 | -5.3 | -1.6 | 0.2 | 5.0 | 1.8 | -3.4
CC(C)(C)c1ccc(NC(=O)Cn2cnc3cc([N+](=O)[O-])ccc3c2=O)cc1 | -4.6 | -18.1 | -7.0 | -8.5 | . | -21.8 | -7.2 | . | -21.4
CCC1CCCN1Cn1cnc2c([nH]c3ccc(Cl)cc32)c1=O (configuration not stated) | -0.9 | -3.8 | 4.4 | -7.5 | 6.3 | 1.0 | -3.5 | -2.5 | -1.0
CC(=O)c1cccc(OC(=O)c2ccc3c(=O)n4c(nc3c2)CCC4)c1 | 3.4 | 0.1 | 2.1 | -3.0 | 2.2 | 1.6 | 1.2 | -1.3 | 17.2
O=C(CN1C(=O)c2cccnc2Oc2ccc(Cl)cc21)Nc1ccc(F)cc1 | -0.9 | -6.8 | -4.3 | 11.0 | 6.3 | 5.9 | -2.1 | 0.0 | 1.1
COc1cn(-c2ccccc2)nc1C(=O)NCc1ccccc1 | 2.0 | 3.3 | 5.2 | 13.4 | 1.5 | -8.3 | 1.6 | -4.4 | -7.0
Cc1nc2nc(-c3ccco3)nn2c(C)c1Cl | -0.6 | -2.7 | 0.9 | -10.7 | 5.7 | 1.5 | -0.9 | 5.0 | 3.9
CC(C)C(=O)Nc1ccc(C(=O)NNC(=S)NC(=O)c2ccccc2[N+](=O)[O-])cc1 | 0.7 | 6.8 | 21.9 | 8.5 | -3.2 | -8.1 | -0.3 | 1.3 | -3.0
OC(CNCc1cccs1)c1ccccc1 (configuration not stated) | 2.5 | -7.4 | -1.3 | 7.8 | 3.3 | 3.4 | -3.5 | -1.1 | 2.0
O=C(NCc1ccc2c(c1)OCO2)C1CCN(S(=O)(=O)c2cccs2)CC1 | -11.6 | 3.0 | 2.3 | 11.9 | -3.2 | -5.4 | 1.9 | 2.8 | 10.3
COc1ccccc1CCC(=O)Nc1cccc(S(=O)(=O)N2CCOCC2)c1 | -0.7 | -2.2 | 4.9 | 4.9 | 5.2 | 6.0 | -2.0 | 4.8 | -10.7
Nc1ccc(Nc2ccncc2[N+](=O)[O-])cc1 | -0.9 | 12.5 | -5.0 | 2.1 | 7.3 | -2.7 | -1.0 | -5.8 | 6.6
COc1ccc(C(=O)OCC(=O)NC(=O)Nc2ccccc2F)c(OC)c1 | -2.9 | . | . | . | -3.3 | . | . | 5.5 | 25.7
COC(=O)c1sccc1NC(=O)C1CC=CCC1C(=O)O (configuration not stated) | 2.5 | -1.4 | 8.7 | -2.9 | 3.5 | 4.3 | -3.4 | 0.1 | -3.8
CCCCOc1ccc(CSc2n[nH]c(C)n2)cc1 | -3.5 | 1.6 | 3.7 | 4.8 | -1.8 | 1.9 | 2.0 | -1.0 | 1.7

3 entries from above, with values under each structure.
Order of values – PAD4 FP inh	LYPLA2 counter	GSTO1 counter	ZTA DNA inh	PAFAH1B3 FP inh	EBNA-1 inhibitor	LYPLA1 inh	PAFAH2 FP inh	PREPL inh
COc1ccc(C(=O)OCC(=O)NC(=O)Nc2ccccc2F)c(OC)c1
  -2.9	.	.	.	-3.3	.	.	5.5	25.7
COC(=O)c1sccc1NC(=O)C1CC=CCC1C(=O)O (configuration not stated)
  2.5	-1.4	8.7	-2.9	3.5	4.3	-3.4	0.1	-3.8
CCCCOc1ccc(CSc2n[nH]c(C)n2)cc1
  -3.5	1.6	3.7	4.8	-1.8	1.9	2.0	-1.0	1.7

Results in EBNA-1 inhibitor and PREPL inh, for two of the compounds above:
smiles | EBNA-1 inhibitor | PREPL inh
COC(=O)c1sccc1NC(=O)C1CC=CCC1C(=O)O (configuration not stated) | 4.3 | -3.8
Cc1nc2nc(-c3ccco3)nn2c(C)c1Cl | 1.5 | 3.9

Additional structures follow:
SMILES | PAD4 FP inh | LYPLA2 counter | GSTO1 counter | ZTA DNA inh | PAFAH1B3 FP inh | EBNA-1 inhibitor | LYPLA1 inh | PAFAH2 FP inh | PREPL inh
Cc1ccc(OCCN2C(=O)c3ccccc3C2=O)c(C)c1 | 3.8 | 4.7 | 10.2 | 2.4 | 2.8 | 5.4 | 0.0 | 2.1 | 27.0
O=C(O)c1cccc(Nc2ccnc(Nc3cccc(C(=O)O)c3)n2)c1 | 1.0 | 2.8 | 24.3 | -4.0 | 3.5 | -1.7 | -1.7 | -5.0 | -2.0
CC(NC(=O)Cc1ccsc1)c1ccc(S(N)(=O)=O)cc1 (configuration not stated) | 5.2 | -3.8 | 9.4 | -2.0 | -1.0 | -6.9 | 0.6 | 1.5 | 0.8
CCOC(=O)c1ccccc1NS(=O)(=O)c1ccc(OCC)cc1 | -1.2 | -2.5 | 3.8 | -15.0 | 6.8 | -1.6 | -0.3 | 8.6 | -8.7
CCn1c2ccccc2c2nn(C)c(=N)nc21 | 2.9 | 6.4 | 4.3 | -12.2 | -6.6 | 0.6 | 3.2 | 6.0 | -7.7
CCCC(=O)Nc1ccccc1-c1nnn(CC(=O)Nc2ccc(OC)cc2)n1 | 2.8 | -2.4 | -4.5 | -6.7 | -0.2 | 13.1 | -4.6 | 3.0 | -8.1
O=C(Nc1cccc(-c2ccc(N3CCOCC3)nn2)c1)c1ccc([N+](=O)[O-])cc1 | 3.9 | 4.7 | -1.3 | -4.3 | -1.4 | -0.3 | 3.3 | 1.3 | -1.5
C#CCOCCOCCOCCNc1nc(N2CCN(C(=O)[C@H]([C@@H](C)CC)n3cc([C@@H](N)CC(C)C)nn3)CC2)nc(N2CCN(C(=O)[C@H](CCCCN)n3cc([C@@H](N)C(C)CC)nn3)CC2)n1 (some centres not stated) | 0.7 | -6.1 | 16.3 | 2.6 | 1.8 | -6.9 | -3.7 | -1.8 | 11.4
CC(=O)c1cnc2c(-c3cccc(Br)c3)cnn2c1C | 0.9 | 4.9 | -5.5 | -1.0 | 3.6 | 6.0 | -2.1 | -1.4 | 4.9
COc1ccc(-c2nnc(SCC(=O)NNC(=O)Cc3ccccc3)n2C)cc1OC | -0.7 | 1.8 | 9.9 | 0.7 | -0.8 | 5.5 | 2.0 | -6.9 | 4.6
O=C(Nc1ccccc1Oc1ccccc1)c1ccccc1F | -5.9 | -0.8 | 5.3 | 4.1 | 2.8 | 0.8 | -2.2 | 1.7 | -2.0
Cc1cccc(C(=O)N/N=C2/SCC(=O)N2Cc2ccccc2)c1 | 1.3 | 0.1 | 8.1 | -5.1 | 4.8 | 1.4 | -1.1 | 5.3 | -2.2
Cc1[nH]c(=S)[nH]c(=O)c1Cc1ccc(OCC(C)C)cc1 | -5.7 | 2.2 | 11.6 | -6.7 | 6.4 | -3.1 | -0.8 | -4.4 | 5.4
COC(=O)c1ccc(N/C(C)=C/C(=O)c2ccc(C)o2)cc1 | 0.8 | 1.3 | -2.4 | -5.8 | -6.4 | -5.1 | 3.6 | -4.6 | 7.0
NC(=Nc1ccc(N)cc1)C(N)=Nc1ccc(N)cc1 | 45.6* | 0.2 | 12.7 | -1.8 | 6.8 | 1.5 | -5.4 | -2.9 | 38.2
CCc1noc(C)c1C(=O)N1CCC(CCC(=O)Nc2cccc(OC)c2)CC1 | 0.5 | 3.0 | 0.4 | -2.5 | -3.4 | 4.2 | -1.4 | 1.0 | 11.4
Cc1cc(C)nc(N2CCC(C(=O)NCc3ccccc3F)CC2)n1 | -3.0 | -5.3 | -1.3 | -4.3 | 1.1 | -4.4 | -2.0 | 2.6 | 11.6
Cc1cc2c(cc1C)NC1(C(=O)Nc3ccccc31)C1=C(CC(C)(C)CC1=O)N2 (configuration not stated) | -1.4 | 4.4 | 11.4 | -7.6 | 4.2 | -2.4 | -0.1 | -0.2 | -6.5
COc1ccccc1CC(=O)NC1CCCc2ccccc21 (configuration not stated) | -7.1 | 5.5 | 0.8 | 9.8 | -0.7 | 10.6 | -0.9 | -0.9 | 2.2
O=c1ccc(-c2ccccc2)nn1Cc1ccccc1 | -4.9 | 7.8 | 7.4 | -6.5 | 6.4 | -12.7 | 4.1 | -2.2 | -8.1
Cc1cccc(CS(=O)(=O)c2ncc(Cl)c(C(=O)Nc3ccc(F)cc3)n2)c1 | 8.1 | -1.6 | -13.0 | -16.6 | -4.7 | -3.8 | -5.4 | -1.0 | -12.3
CCCc1cc(C(N)=O)c(NC(=O)c2ccoc2C)s1 | 0.9 | -0.9 | 5.3 | -9.2 | 1.8 | 4.4 | -6.8 | 9.4 | 10.8
CCOC(=O)c1c(-c2ccccc2)oc2ccc(OCC(O)CNCCN(C)C)cc12 (configuration not stated) | -1.9 | -8.0 | 0.5 | 16.5 | 10.1 | -17.1 | -0.7 | -1.8 | -11.0
CCn1c(=O)cc(OCC(=O)NCc2ccc(C)o2)c2ccccc21 | 5.3 | 5.4 | 2.1 | 6.5 | 4.3 | 7.2 | 1.6 | 5.6 | 4.1
CCC1(NC(C)=O)CC2CC1CC2NC(C)=O (configuration not stated) | -2.6 | 1.6 | 7.8 | 3.2 | 10.7 | -0.1 | 2.0 | -4.8 | 8.2
CN(C)/C=C(\C#N)c1nc2ccccc2[nH]1 | 2.1 | 5.9 | 3.2 | 5.8 | 8.5 | 8.6 | -2.2 | 9.5 | 0.4
CCn1c(C)nnc1SCC(=O)Nc1ccc(N2CCOCC2)cc1 | -1.3 | 8.5 | 0.2 | -0.3 | 9.6 | 3.2 | 8.8 | -0.2 | 3.2
CC(C)N1CCC(N2CCN(Cc3cc4c(cc3Cl)OCO4)CC2CCO)CC1 (configuration not stated) | -0.3 | -11.1 | 0.2 | 2.1 | 16.2 | -13.7 | -1.1 | -5.4 | 10.2
CC(=O)NC1CC2CCCC(C1)N2CC(=O)NCc1ccc(F)cc1 (configuration not stated) | -0.3 | -1.9 | 0.8 | -2.0 | 1.4 | 5.2 | -1.3 | -2.5 | -0.5
CCCCNC(=O)CN(C1CCCCC1)S(C)(=O)=O | 1.4 | -0.6 | -3.8 | -15.2 | 3.5 | -2.6 | -2.7 | -1.8 | -4.7
NC(=O)NC(Cc1ccccc1)C(=O)NCCCSc1ccccc1 (configuration not stated) | 3.6 | 4.4 | 4.8 | 0.0 | 2.1 | 6.6 | 0.5 | 3.6 | -7.7
O=C(CCNC(=O)c1ccc(Br)cc1)NCc1ccccn1 | -5.0 | 0.2 | 5.6 | 10.9 | 0.6 | 2.2 | 2.3 | 3.8 | -3.5
Cc1nnc(SCc2nc3scc(-c4ccccc4)c3c(=O)[nH]2)s1 | -7.2 | 2.1 | -3.0 | 6.3 | 2.6 | -2.2 | -4.5 | 0.9 | 0.8
COc1cc(CNC2CCCC2)cc(Cl)c1OCc1ccccc1Cl | 3.6 | 3.7 | 1.9 | -0.1 | 2.9 | 1.7 | -0.8 | 3.8 | -29.0

An excerpt (hit frequency here may not be typical).
